TRPM1 prom inh – inhibitors of MITF-driven TRPM1 promoter in melanoma cells. inhibition, % at 12.5 µM. AID 488899. SK-MEL-5 TRPM1 promoter luciferase, 24 h. 330,000 tested, 0.83% active;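 active = mean inhibition across replicates of 60% or more, whatever share of single replicates reaches that level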; note: values of inactives mirror those of a sister screen read the other way
NR2E3 ag-1 – agonists of human nuclear receptor NR2E3 | AID 2300 | GST-NR2E3/biotin-RetCOR TR-FRET, 1536-well | 320,000 tested, 0.12% active | inhibition of corepressor binding, % at 4.78 µM;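 active = percent inhibition above the cutoff of mean plus 3 SD of all tested compounds, set per screening campaign, cut at about 20% in these data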;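 note: 0% = DMSO wells and 100% = biotin wells as full block of FRET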
Target sequence (Q9Y5X4 whole entry, looked up): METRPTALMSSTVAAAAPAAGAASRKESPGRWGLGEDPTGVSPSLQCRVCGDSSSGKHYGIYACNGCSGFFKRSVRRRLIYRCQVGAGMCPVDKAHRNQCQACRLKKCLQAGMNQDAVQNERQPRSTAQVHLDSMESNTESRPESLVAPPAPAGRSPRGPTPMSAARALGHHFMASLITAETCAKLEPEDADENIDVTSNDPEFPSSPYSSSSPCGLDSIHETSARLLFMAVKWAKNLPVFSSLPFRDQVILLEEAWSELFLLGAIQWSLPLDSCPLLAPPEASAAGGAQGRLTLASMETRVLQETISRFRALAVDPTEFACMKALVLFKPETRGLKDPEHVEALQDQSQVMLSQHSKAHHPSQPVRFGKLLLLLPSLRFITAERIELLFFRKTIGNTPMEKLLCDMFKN
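system = GST-tagged NR2E3 plus biotinylated RetCOR corepressor | input = 1.35 nM GST-NR2E3 | also added = 7 nM biotin-RetCOR | schedule = 5 h incubation at 4 °C | measured by = TR-FRET with europium anti-GST and streptavidin-D2, 340 nm excitation | read-out = percent loss of FRET ratio relative to control wells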
HIF-2a block – blocks HIF-2a reporter activity; 786-0 RCC cells HIF-2a reporter, luciferase luminescence, overnight; inhibition, % at 18.8 µM; 360,000 tested, 0.72% active; AID 624352;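 active = inhibition of the luminescence signal of 40% or more relative to plate controls, in a single-dose primary screen at 18.75 µM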
iPSC survival up – increases survival of single human iPS cells; hiPSC single-cell survival, ATPlite luminescence; 100% = ROCK inhibitor wells, 0% = DMSO; survival enhancement, % at 20 µM; 360,000 tested, 0.044% active; AID 602274; in the data active = survival enhancement above about 18%;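 note: cells exposed to compounds for 16 hours before the ATP read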
NR2E3 ag-2 – human photoreceptor-specific nuclear receptor agonism | 360,000 tested, 0.35% active | inhibition of corepressor binding, % at 3.98 µM | AID 602229 | CHO-S Gal4-NCOR/VP16-NR2E3 two-hybrid, luciferase;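 active = inhibition above the mean of all tested compounds plus 3 SD, cut at about 70% in these data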;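 note: 0% = DMSO with NR2E3 transfected cells and 100% = cells lacking NR2E3 construct; higher means lower luciferase signal from less NR2E3 corepressor binding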
PDI inh – PDI (human) enzyme inhibition. PDI insulin aggregation turbidity, A650, 90 min. inhibition, % at 10 µM. 350,000 tested, 0.052% active;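 active = mean inhibition across replicates of 30% or more, whatever share of single replicates reach that level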;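 note: absorbance from insulin aggregation driven by PDI reduction with DTT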
Shn3 inh set2 – reduces Shn3 3'UTR luciferase signal in osteoblasts | Clone20 osteoblast Shn3 3'UTR firefly luciferase, 24 h | inhibition, % at 12.5 µM | 360,000 tested, 0.52% active | AID 588674;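 active = mean inhibition of at least 75% with every replicate also reaching 75%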;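 note: 0% = median of neutral control wells and 100% = pilot-screen positive control compound; some compounds past the cut are filed as inactive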
Peg3 prom inh – Peg3 promoter activity inhibition; HeLa PEG-Prom luciferase reporter, luminescence, overnight; inhibition, % at 20 µM; 360,000 tested, 1.7% active; AID 588405;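 active = inhibition of at least 50% at 20 µM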
CaV13 FRET inh – Primary screen for inhibitors of IQ motif and Ca2+-dependent inactivation inhibitor domain binding in CACNA1D, Förster resonance energy transfer in living cells, …. HEK cells, CFP/YFP FRET ICDI-IQ, plate reader, 10 min; percent FRET-ratio fall versus neutral wells. 340,000 tested, 0.098% active. inhibition, % at 12.3 µM;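 active = mean replicate inhibition of at least 30% and at least 1% of replicates passing that level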;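 note: 0% = median of the neutral control wells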
H9c2 protect – protects H9c2 cardiomyocytes from peroxide injury; H2O2 injury protection, ATPLite, 2 h; protection from H2O2 cell death, % at 20 µM; 360,000 tested, 0.63% active; AID 588492;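 active = compounds giving at least 50% protection of heart cells from peroxide-induced death in the single-dose screen, raw or plate-pattern-corrected value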;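 note: 0% = DMSO wells with peroxide and 100% = DMSO wells without peroxide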
HTR2A ag – mouse HTR2A agonism via beta-arrestin recruitment. activation, % at 7.6 µM. 360,000 tested, 0.66% active. AID 624169. P35363. CHO-K1 mHTR2A beta-arrestin complementation, luminescence; percent of 30 µM serotonin response;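 active = activation above a run cutoff, the mean activation of all tested compounds plus 3 SD, cut at about 14% in these data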;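 note: 0% = plate median of compound wells and 100% = 30 µM serotonin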
Target sequence (P35363 whole entry, looked up): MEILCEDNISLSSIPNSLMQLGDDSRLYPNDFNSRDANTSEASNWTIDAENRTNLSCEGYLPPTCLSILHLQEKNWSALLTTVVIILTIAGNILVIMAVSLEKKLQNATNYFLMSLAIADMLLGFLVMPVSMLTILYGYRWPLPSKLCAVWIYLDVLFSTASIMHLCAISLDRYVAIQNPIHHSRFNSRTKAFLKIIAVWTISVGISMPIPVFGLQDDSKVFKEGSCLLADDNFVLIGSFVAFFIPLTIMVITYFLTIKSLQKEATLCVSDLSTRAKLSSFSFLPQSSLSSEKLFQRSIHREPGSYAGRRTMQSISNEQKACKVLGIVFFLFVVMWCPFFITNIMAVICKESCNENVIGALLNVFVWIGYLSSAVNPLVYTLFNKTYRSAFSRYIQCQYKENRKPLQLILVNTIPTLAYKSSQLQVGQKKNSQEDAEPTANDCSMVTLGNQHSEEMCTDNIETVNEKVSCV
Starred values were filed as active, the others as inactive; nt = no result given.

SMILES	TRPM1 prom inh	NR2E3 ag-1	HIF-2a block	iPSC survival up	NR2E3 ag-2	PDI inh	Shn3 inh set2	Peg3 prom inh	CaV13 FRET inh	H9c2 protect	HTR2A ag
COc1ccc(-n2nnnc2C(c2cccc3ccccc23)N2CCC3(CC2)C(=O)NCN3c2ccccc2)cc1 (stereo not drawn)	nt	nt	15	0.9	-10	nt	5	15	-8	-3	4
COc1ccc(N2CCN(CCCN)CC2)cc1	-5	-1	14	-1.9	-24	1	11	1	-2	27	3
COC(=O)C1=C(c2ccc(Cl)c(C(F)(F)F)c2)C[C@@H]2CC[C@H]1N2C(=O)NCCOc1ccccc1	-2	0	5	0.1	14	2	14	7	nt	-2	0
C1CC2OC2CC1C1CO1 (stereo not drawn)	5	5	-4	-1.1	-5	nt	5	-2	nt	4	4
Cc1cccc(C)c1-n1nnnc1C(c1cccc2ccccc12)N1CCC2(CC1)C(=O)NCN2c1ccccc1 (stereo not drawn)	nt	nt	15	-0.8	-2	nt	13	30	-7	-4	-2
Cc1nn(Cc2ccccc2Cl)c(C)c1C(=O)OCC(=O)NC1CCCC(C)C1C (stereo not drawn)	2	4	-1	1.8	-12	1	23	27	-3	1	0
COc1ccc(C(=O)CC2C(=O)N(C)C(=O)N(C)C2=O)cc1	-2	1	10	-0.4	2	4	-1	13	-1	5	2
C[C@@H]1C(=O)O[C@H]2[C@H](O)[C@]34[C@@H]5OC(=O)[C@]3(OC3OC(=O)[C@H](O)C34[C@H](C(C)(C)C)[C@@H]5O)[C@@]12O (stereo partly drawn)	8	nt	-2	0.5	-27	-7	-12	1	-5	7	-1
Oc1ccc(C[C@H]2NCCc3cc(O)c(O)cc32)cc1O	-7	nt	17	-0.1	-9	7	-16	4	-17	57*	-1
Cc1ccsc1C(=O)C1CCCN(Cc2cn(C)nc2C)C1 (stereo not drawn)	5	5	8	-0.5	19	-6	17	10	-7	-7	-4
COc1ccc(-c2nn(Cc3ccccc3)cc2C(=O)NC2CC2)cc1OC	11	3	14	0.4	-25	-3	7	19	-3	8	0
O=C(COc1ccccc1)N1CCN(CC2CC3C=CC2C3)CC1 (stereo not drawn)	-3	-4	2	1.1	-4	2	5	10	-10	-3	1
C=CCN1C(=O)NC(=O)/C(=C\c2ccc(-c3ccccc3[N+](=O)[O-])o2)C1=O	33	5	34	-1.5	8	-18	38	20	2	3	0
COC(=O)C1=C(c2cccc(OC)c2OC)C[C@@H]2CC[C@H]1N2C(=O)NCCO	-11	1	21	-0.3	10	7	-1	2	-11	8	5
Cc1nc2ccccc2c(=O)n1-c1cc(F)ccc1F	11	0	-1	1.0	11	4	0	1	-6	3	0
Cc1ccc(CC2C(=O)N(C)C(=O)N(C)C2=O)s1	-10	2	17	0.1	-22	-2	-2	-4	-5	6	1
CCOP(=O)(OCC)c1ccc(OP(=O)(c2cccc([N+](=O)[O-])c2)c2cccc([N+](=O)[O-])c2)cc1	5	-3	17	-0.4	0	1	0	3	-19	2	-3
OC1(c2ccccc2)CCNC2CCCCC21 (stereo not drawn)	-3	2	13	0.4	-4	0	-16	0	-2	1	9
CCC1(c2ccc(N)cc2)CCC(=O)NC1=O (stereo not drawn)	5	1	2	0.6	-25	-3	-4	5	-5	14	1
CCN(CC)C(=O)c1ccc(N(Cc2ccccc2)S(C)(=O)=O)cc1	11	nt	13	-0.2	-7	14	6	10	-6	-1	3

Reformatted with two lines to a compound: 10 of the compounds above.
Below each SMILES – TRPM1 prom inh, NR2E3 ag-1, HIF-2a block, iPSC survival up, NR2E3 ag-2, PDI inh, Shn3 inh set2, Peg3 prom inh, CaV13 FRET inh, H9c2 protect, HTR2A ag
- COc1ccc(-c2nn(Cc3ccccc3)cc2C(=O)NC2CC2)cc1OC
→ 11, 3, 14, 0.4, -25, -3, 7, 19, -3, 8, 0
- O=C(COc1ccccc1)N1CCN(CC2CC3C=CC2C3)CC1 (stereo not drawn)
→ -3, -4, 2, 1.1, -4, 2, 5, 10, -10, -3, 1
- C=CCN1C(=O)NC(=O)/C(=C\c2ccc(-c3ccccc3[N+](=O)[O-])o2)C1=O
→ 33, 5, 34, -1.5, 8, -18, 38, 20, 2, 3, 0
- COC(=O)C1=C(c2cccc(OC)c2OC)C[C@@H]2CC[C@H]1N2C(=O)NCCO
→ -11, 1, 21, -0.3, 10, 7, -1, 2, -11, 8, 5
- Cc1nc2ccccc2c(=O)n1-c1cc(F)ccc1F
→ 11, 0, -1, 1.0, 11, 4, 0, 1, -6, 3, 0
- Cc1ccc(CC2C(=O)N(C)C(=O)N(C)C2=O)s1
→ -10, 2, 17, 0.1, -22, -2, -2, -4, -5, 6, 1
- CCOP(=O)(OCC)c1ccc(OP(=O)(c2cccc([N+](=O)[O-])c2)c2cccc([N+](=O)[O-])c2)cc1
→ 5, -3, 17, -0.4, 0, 1, 0, 3, -19, 2, -3
- OC1(c2ccccc2)CCNC2CCCCC21 (stereo not drawn)
→ -3, 2, 13, 0.4, -4, 0, -16, 0, -2, 1, 9
- CCC1(c2ccc(N)cc2)CCC(=O)NC1=O (stereo not drawn)
→ 5, 1, 2, 0.6, -25, -3, -4, 5, -5, 14, 1
- CCN(CC)C(=O)c1ccc(N(Cc2ccccc2)S(C)(=O)=O)cc1
→ 11, nt, 13, -0.2, -7, 14, 6, 10, -6, -1, 3

Going on with the list:
SMILES	TRPM1 prom inh	NR2E3 ag-1	HIF-2a block	iPSC survival up	NR2E3 ag-2	PDI inh	Shn3 inh set2	Peg3 prom inh	CaV13 FRET inh	H9c2 protect	HTR2A ag
COC(=O)C1=C(c2cc3ccccc3o2)C[C@@H]2CC[C@H]1N2C(=O)NC1CCCCC1	9	-1	15	-1.8	2	-3	16	18	-9	-4	-7
COc1cc2c(cc1O)[C@@H]1Cc3ccc(OC)c(O)c3CN1CC2	17	5	6	-0.6	10	-3	5	1	-6	-6	-4
CCN1CCc2ccccc2C1	4	-3	15	-0.4	-8	9	-9	6	3	-9	-3
CN1C(=O)CN=C(c2ccc(Cl)cc2)c2cc(Cl)ccc21	11	1	-10	2.5	10	-6	-10	-4	-4	-3	-2
O=C(N/N=C/c1c(O)n(CCC2=CCCCC2)c(=S)[nH]c1=O)c1ccccc1	5	-3	17	-0.3	-47	-1	6	-6	-16	66*	4
O=C(Cn1c(=O)n(CC2CS2)c2ccccc21)N1CCCCCC1 (stereo not drawn)	6	-1	13	-0.5	-28	1	0	10	-7	21	0
O=C1NC(=O)N(Cc2ccc(F)cc2)C(=O)/C1=C\c1ccc([N+](=O)[O-])s1	13	1	14	0.1	-11	7	nt	22	-4	-4	-4
Cc1ccc(N2C(=O)NC(=O)C(CCc3ccccn3)(Cc3ccc(F)cc3)C2=O)cc1 (stereo not drawn)	0	-4	11	0.8	-5	-3	-3	12	-5	1	0
C=CCN1CC[C@@]2(C)c3cc(O)ccc3CC1[C@@H]2C	7	3	1	6.4	-18	8	3	-5	-5	13	-1
Cc1ccc(CN2C3CCCC2CC(NC(=S)NCc2ccccc2)C3)cc1 (stereo not drawn)	-15	5	-3	-1.6	1	0	16	0	-6	0	-3
CC1CCCN(CC(=O)N2CCCc3ccccc32)C1 (stereo not drawn)	7	-3	-2	2.1	4	4	-3	13	-11	5	6
CCC(=O)N1N=C2C3CCN(CC3)C2C1c1ccccc1 (stereo not drawn)	4	2	12	5.6	5	-4	-10	4	-10	-4	1
CC12CC(=O)C3C(CCC4CC(=O)C=CC43C)C1CCC2=O (stereo not drawn)	-2	nt	23	1.9	4	-2	8	1	-7	2	2
C[C@H]1C/C=C/[C@H]2[C@H](O)[C@H](C)[C@@](C)(O)[C@H]3[C@H](Cc4ccccc4)NC(=O)[C@]32[C@H](O)/C=C/[C@](C)(O)C1	nt	1	-1	0.5	7	nt	13	15	nt	-2	10
O=C(CN1C(=O)CCSc2ccccc21)N1CCC2(CC1)OCCO2	-1	6	10	0.8	-6	0	-6	20	-6	4	0
O=C(Nc1ccccc1OC(=O)N1CCCCC1)N1CCCCC1	7	0	15	-2.1	-12	2	18	12	-10	1	3
CC12CC(O)C3C(CCC4=CC(=O)CCC43C)C1CCC2=O (stereo not drawn)	-4	nt	6	-1.4	-20	-1	1	-6	-14	-2	10
C[C@]12C=CC(=O)C=C1C=C[C@@H]1C2CC[C@]2(C)C(=O)CCC12 (stereo partly drawn)	11	2	17	-0.8	-32	3	-4	-20	-1	8	2
COc1ccccc1N=Nc1c(O)[nH]c(=S)[nH]c1=O	-15	-5	-103	-0.3	-43	-6	-19	-40	-27	-7	2
CN1C(=O)/C(=C\c2ccc(N3CCCCCC3)cc2)C(=O)NC1=S	8	2	-19	0.1	-34	-8	-17	78*	-5	-3	1
Cc1ccc2c(c1)C1CN(C)CCC1N2C(=O)c1cccs1 (stereo not drawn)	27	2	16	0.3	-12	7	4	22	-3	-11	0
C=CCn1c(O)c(/C(C)=N/NC(=S)Nc2ccccc2)c(=O)[nH]c1=O	4	3	-1	0.0	-24	-15	-4	-9	-1	0	1
C[C@]12CCC3C(CC[C@H]4C[C@H](O)CC[C@]34C)C1[C@@H](O)[C@@H](O)[C@@H]2O (stereo partly drawn)	8	nt	11	-1.1	-27	7	-22	10	-10	4	0
COC(=O)C1=C(c2cccc3c2S(=O)(=O)c2ccccc2-3)C[C@@H]2CC[C@H]1N2C(=O)N1CCOCC1	-3	-2	-4	1.5	4	-4	-11	-2	-9	5	-3
Cc1ccc(C2CN(C)CC2C(=O)c2ccc(F)cc2)cc1 (stereo not drawn)	-5	4	10	0.1	-13	11	7	17	-20	10	-16
C=CCn1c(O)c(C=NCCCOc2ccc(CC)cc2)c(=O)[nH]c1=S	11	5	5	6.2	4	2	17	19	-5	-9	-2
O=C(c1cccc([N+](=O)[O-])c1)C12CN3CN(CN(C3)C1)C2	6	2	7	-0.2	-22	-1	-9	4	2	2	-1
CC12CN3C(O)C(C)(C1)CC(C)(C2)C3O (stereo not drawn)	1	1	5	0.1	-2	-2	-11	13	nt	-1	-2
O=[N+]([O-])c1ccc(N2CCCCCC2)c2ncccc12	10	4	-26	-3.1	-14	-2	14	-13	-4	-5	12
Cc1nc2cc(C(=O)N3CCC4(CC3)OCCO4)ccc2n1-c1ccc(Br)cc1	8	4	17	4.5	-35	0	9	-1	-5	-8	0

Compound activity (PubChem BioAssay)

An excerpt (hit frequency here may not be typical).
